MRP reversal: reverses drug resistance mediated by MRP; H69AR cells + 2 uM doxorubicin, CellTiter-Glo, 72 h; differential viability (reversal), % at 10 µM; actives 0.04% (n = 85,000); AID 602;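 active means viability drop by adding the cancer drug above about 55%, with treated viability meeting a 40% cutoff, limit read from the data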;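 further: viability without doxorubicin minus viability with 2 µM doxorubicin for each compound; larger differential means the compound sensitizes cells more to doxorubicin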
NFkB transloc pot: enhances IL-1B driven NFkB nuclear translocation | HUVEC IL-1B NFkB p65 nuclear translocation imaging | activation, % at 2 µM | actives 0.3% (n = 94,000);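 active means activation above 40%, about the mean plus 3 SD, also judged a hit on visual image review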;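 further: percent activation is computed from the nuclear over cytoplasmic p65 intensity ratio; values of inactives mirror those of a sister screen read the other way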
Bcl-B displacement: displacers of TR3 peptide from Bcl-B, primary screen, selectivity assay for Bfl-1 inhibitor project, biochemical, fluorescence polarization; actives 0.11% (n = 96,000); displacement, % at 20 µM, or IC50 in µM where a hit was titrated; FP displacement of FITC-TR3 peptide from Bcl-B; higher % means a stronger effect; AID 748;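 active means displacement above 50% at 20 µM plus a fluorescence interference ratio under 1.5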;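 further: plate controls were wells without compound for no effect and wells lacking Bcl-B protein for full effect; a part of the inactive calls stands beside numbers as strong as those of hits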
PLAP inhibition: PLAP enzyme inhibitors, biochemical, luminescence, HTS (AID 690); actives 0.08% (n = 96,000); inhibition, % at 20 µM, or IC50 in µM where a hit was titrated; purified PLAP, luminescent substrate; higher % means a stronger effect; in the data active means a potency from the dose series; inactive means the rest, 99 in 100 with inhibition below about 30%; further: strong numbers were not always called active
IL1B NFkB inh: blocks IL-1B driven NFkB nuclear translocation in HUVEC cells; actives 0.43% (n = 94,000); inhibition, % at 2 µM; HUVEC IL-1B NFkB p65 nuclear translocation imaging; AID 796;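 active means inhibition above about 30% together with a positive call from visual inspection of the well image, limit read from the data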;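 further: nuclear over cytoplasmic p65 intensity ratio measured by imaging; 0% = IL-1B stimulated DMSO wells and 100% = unstimulated DMSO wells; values of inactives mirror those of a sister screen read the other way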
MRP reversal cytotoxicity: recorded beside MRP reversal, whose call it bears; viability, %; H69AR cells, CellTiter-Glo, 72 h; measured here: cytotoxicity without doxorubicin
MRP reversal with doxorubicin: second read-out of MRP reversal, no call of its own (marks repeat the call); viability, %; measured here: viability with 2 uM doxorubicin; hits give low values
IL1B NFkB inh cell count 2 µM: also measured in IL1B NFkB inh; calls as there; cell count; measured here: cells passing quality filter;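 raw number of nuclei counted in each imaged well without normalization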
NFkB transloc pot cell count 2 µM: further read-out of NFkB transloc pot, marked with its call; cell count; measured here: cells passing quality filter
Starred values were filed as active, the others as inactive; · = no result given. These rows are one share of the data; the hit share may differ from the screen's.

Each structure is followed by: Bcl-B displacement	NFkB transloc pot	IL1B NFkB inh cell count 2 µM	PLAP inhibition	IL1B NFkB inh	MRP reversal with doxorubicin	MRP reversal	NFkB transloc pot cell count 2 µM	MRP reversal cytotoxicity
O=C(CSc1ccc2nnc(-c3ccc(Cl)cc3)n2n1)N1CCc2ccccc21
  3%	15	166	-2%	-15	78	-13	166	65
Cc1cccc(NC(=O)Nc2ccc3c(c2)N(C)C(=O)CS3)n1
  -6%	-13	122	5%	13	102	-26	122	75
CC(C)OC(=O)CSc1nnc(-c2ccc(Cl)cc2Cl)o1
  -3%	7	117	17%	-7	100	-7	117	94
CC(=O)c1sc(Nc2nc3ccc(F)cc3s2)nc1C
  -46%	11	160	-126%	-11	30	-9	160	21
CCOc1cc(C2NC(=O)NC(c3ccccc3)=C2C(C)=O)ccc1OCC(N)=O (centres undefined)
  -23%	10	128	-18%	-10	78	7	128	84
CN(C)c1ccc(/C=N/N2C(=N)N(c3ccccc3)C(=S)C2=Nc2ccccc2)cc1
  ·	18	153	·	-18	58	-42	153	16
Cc1cc(N2CC(C(=O)NCc3cccs3)CC2=O)ccc1C(C)C (centres undefined)
  1%	-46	84*	-25%	46*	72	-10	84	62
CCOc1ccc(NC(=O)C(=O)NCC2CCCN2CC)cc1 (centres undefined)
  9%	5	175	-5%	-5	·	·	175	·
Cc1ccc(-c2nnc(Nc3ccccc3)o2)cc1
  7%	20	131	7%	-20	·	·	131	·
O=C(CN1C(=O)c2ccccc2S1(=O)=O)NC1CC2CCC1C2 (centres undefined)
  8%	2	66	11%	-2	95	14	66	108
COc1ccc(S(=O)(=O)Nc2ccc3c(c2)COC3=O)cc1OC
  15%	0	78	-4%	0	65	21	78	86
CN(C)C(=S)NCc1ccccc1
  -1%	-7	183	6%	7	86	5	183	91
N#Cc1nc(COc2ccccc2)oc1NCCN1CCOCC1
  -5%	-1	86	6%	2	·	·	86	·
Cc1ccc(-c2nc3ncccn3c2NC2CCCCC2)o1
  -9%	-6	178	10%	6	22	50	178	72
CCc1nc(NCc2ccccn2)c2oc3ccccc3c2n1
  -7%	·	·	·	·	81	2	·	83
COc1ccc2nc(Nc3nc(C)c(CCC(C)C)c(=O)[nH]3)nc(C)c2c1
  -3%	-13	48	-135%	13	70	11	48	81
COc1ccc(OC)c(NC(=O)CNC(=O)Cn2c(C)cc3ccccc3c2=O)c1
  -6%	5	188	-51%	-5	91	11	188	102
CCOC(=O)C1=C(C)NC(=O)C(C(N)=O)C1c1ccccc1 (centres undefined)
  -5%	3	106	14%	-3	114	-17	106	97
S=c1[nH]nc(-c2cc3c(s2)-c2ccccc2CC3)o1
  4%	8	167	-16%	-8	·	·	167	·
CC1(C)NC(=O)N(CCCOc2ccc3c(c2)CCC3)C1=O
  -8%	3	142	4%	-3	·	·	142	·
Cc1ccc(NC(=O)N2CCC(C(N)=O)CC2)cc1
  -5%	1	110	22%	0	63	24	110	88
CCOCCCNC(=O)CS(=O)(=O)Cc1nc(-c2cccc(OC)c2)oc1C
  -2%	9	154	-53%	-9	86	1	154	87
CCCCc1ccc(-c2ccc(C)cc2O)nc1
  -4%	-2	112	7%	2	80	16	112	96
COc1ccc2c(c1)[nH]c1c(=O)n(CCN3CCCC3)cnc12
  -4%	0	85	25%	0	96	-1	85	95
Cc1ccc(S(=O)(=O)NC(=O)Nc2c(C)n(C)n(-c3ccccc3)c2=O)cc1
  -8%	-3	85	-7%	4	104	4	85	108
O=C(CCN1C(=O)c2ccccc2C1=O)Nc1cccc(S(=O)(=O)N2CCCCC2)c1
  -32%	7	165	-12%	-7	·	·	165	·
CCOc1cccc(=O)c2c(C)oc(C)c12
  14%	·	·	-52%	·	76	17	·	93
O=C(NC(=O)N1CCN(c2ccccc2F)CC1)c1ccccc1
  -8%	1	134	-17%	-1	99	-10	134	90
O=C(CSc1nnc(CN2CCOCC2)n1-c1ccc(Cl)cc1)N1CCc2ccccc21
  ·	20	154	·	-20	93	6	154	99
CCCCC1(Cc2ccc(OC)c([N+](=O)[O-])c2)C(=O)N(c2ccccc2)N(c2ccccc2)C1=O
  13%	6	142	-26%	-6	·	·	142	·
Cc1noc(C)c1C(=O)N1CCc2ccccc21
  -8%	12	155	-1%	-12	83	7	155	90
COC(=O)/C=c1/s/c(=C(\C#N)C(=O)NCc2ccco2)n(-c2ccccc2)c1=O
  -31%	-8	84	-68%	8	78	2	84	79
NC(=O)c1c(NC(=O)CSc2nnc(-c3ccco3)n2-c2ccccc2)sc2c1CCC2
  -20%	·	·	-58%	·	105	-39	·	67
Cc1nn(-c2ccccc2)c2c1C1(C(=O)N(C(C)C)c3ccccc31)C(C#N)=C(N)O2 (centres undefined)
  3%	11	116	-1%	-11	59	-6	116	53
CCn1c(CNc2ccc(C(=O)O)cc2)nc2ccccc21
  2%	15	170	-14%	-15	89	-1	170	88
CCOc1cccc(N2C(=O)CC(N3CCN(c4nc5ccccc5s4)CC3)C2=O)c1 (centres undefined)
  3%	4	127	-1%	-4	89	10	127	99
O=C(COC(=O)CCNS(=O)(=O)c1cccc(C(F)(F)F)c1)NC(=O)NC1CCCCC1
  3%	6	163	-32%	-6	·	·	163	·
COC(=O)c1cn[nH]c1N
  -4%	·	·	13%	·	85	13	·	98
Nc1ccccc1-c1nnn(CC(=O)N2CCCc3ccccc32)n1
  ·	-4	109	·	4	95	-5	109	90
COC(=O)c1ccc(NC(=O)c2cccc(OC)c2)cc1
  -7%	-15	140	19%	14	85	-10	140	74
COc1ccc(OCC(=O)N2CCN(C(=O)c3ccccc3)CC2)cc1
  -14%	39	168	-1%	-39	78	6	168	84
O=C(NCC1CCCO1)c1nn2c(c1Cl)NC(c1ccc(F)cc1)CC2C(F)(F)F (centres undefined)
  2%	11	184	-27%	-11	·	·	184	·
CC(C)Oc1ccc2ccccc2c1C=O
  -2%	0	101	-3%	0	·	·	101	·
Cc1cc(C)c2ccc(N)nc2c1O
  -8%	·	·	38%	·	15	-1	·	14
CCS(=O)(=O)n1nc(-c2ccccc2)nc1NCc1ccco1
  ·	36	138	·	-36	71	15	138	86
Cc1ccccc1NC(C)C(=O)N/N=C/c1ccccc1OCc1cccc(Br)c1 (centres undefined)
  -8%	-10	121	-17%	10	·	·	121	·
CCC(c1nnnn1CCc1ccccc1)N1CCN(c2ccc(OC)cc2)CC1 (centres undefined)
  -1%	-7	131	1%	7	94	6	131	100
Cc1cc(C(F)F)n2nc(C(=O)Nc3ccc(S(=O)(=O)N4CCCCCC4)cc3)nc2n1
  ·	8	78	·	-8	80	-15	78	65
COc1ccc(-c2nnc(SCc3c(C)noc3C)n2N)cc1OC
  -7%	-16	125	6%	16	82	4	125	85
O=C1CC(c2ccco2)CC(O)=C1C=Nc1cc(Cl)cc(Cl)c1 (centres undefined)
  14%	-10	138	5%	10	98	-11	138	87
Cc1nn(-c2cc(N3CCCCCC3)ccc2[N+](=O)[O-])c(=O)c2ccccc12
  -7%	1	126	-3%	0	83	-3	126	81
Cc1ccc(-n2c(C)cc(/C=N/Nc3ccc([N+](=O)[O-])cn3)c2C)cc1
  -86%	2	190	24%	-2	·	·	190	·
C=CCC(NCc1ccco1)c1ccc(OC)c(OC)c1 (centres undefined)
  -9%	-2	177	-1%	2	80	12	177	92
O=C(c1ccccc1-c1nc2ccccc2[nH]1)N1CCCCC1
  1%	-1	136	-5%	1	91	5	136	96
CNC(=O)C1CC(=O)N(CCCc2ccccc2)C(=Nc2ccccc2)S1 (centres undefined)
  13%	-1	55	-51%	2	79	5	55	84
CC(C)(C)C(=O)N1CCC(O)(CS(=O)(=O)Cc2ccc(Cl)cc2)CC1
  0%	-1	122	6%	1	·	·	122	·
CSCCC(NC(=O)C1CCC(C)CC1)C(=O)O (centres undefined)
  -2%	·	·	-29%	·	111	-15	·	95
CC(C)(C)N(C=C(Cl)Cl)C(=O)NC1CCCCC1
  3%	-8	162	10%	8	101	-25	162	76
C=CCc1c(C)nc(SCc2nc3ccccc3c(=O)[nH]2)[nH]c1=O
  3%	3	87	-36%	-3	74	17	87	91
CCC(=O)Nc1ccccc1N1CCN(S(C)(=O)=O)CC1
  -3%	10	120	4%	-10	96	-16	120	80

Part of the list above in order of number of heavy atoms, smallest number first:
Each structure is followed by: Bcl-B displacement	NFkB transloc pot	IL1B NFkB inh cell count 2 µM	PLAP inhibition	IL1B NFkB inh	MRP reversal with doxorubicin	MRP reversal	NFkB transloc pot cell count 2 µM	MRP reversal cytotoxicity
CC(C)(C)N(C=C(Cl)Cl)C(=O)NC1CCCCC1
  3%	-8	162	10%	8	101	-25	162	76
CCS(=O)(=O)n1nc(-c2ccccc2)nc1NCc1ccco1
  ·	36	138	·	-36	71	15	138	86
COc1ccc(OCC(=O)N2CCN(C(=O)c3ccccc3)CC2)cc1
  -14%	39	168	-1%	-39	78	6	168	84
CCC(c1nnnn1CCc1ccccc1)N1CCN(c2ccc(OC)cc2)CC1 (centres undefined)
  -1%	-7	131	1%	7	94	6	131	100

Following part:
Each structure is followed by: Bcl-B displacement	NFkB transloc pot	IL1B NFkB inh cell count 2 µM	PLAP inhibition	IL1B NFkB inh	MRP reversal with doxorubicin	MRP reversal	NFkB transloc pot cell count 2 µM	MRP reversal cytotoxicity
Cc1nc2ccccn2c1C(=O)N/N=C/c1cc(C)n(-c2ccc(Br)cc2)c1C
  ·	-8	125	·	8	78	-16	125	62
CC(=O)Nc1ccc(OCC(=O)NC(C)C(C)C)cc1 (centres undefined)
  4%	33	154	14%	-33	93	4	154	97
COc1ccc(NC(=O)CN2CCN(S(=O)(=O)c3ccc(Cl)cc3)CC2)cc1
  -10%	-3	159	26%	3	93	-7	159	86
COc1ccccc1CNC(=O)CNCC1CCCO1 (centres undefined)
  14%	·	·	-12%	·	96	-6	·	90
Cc1cc(-c2ccccc2)nc(N/N=C/c2ccco2)n1
  -12%	10	189	9%	-10	·	·	189	·
Cn1c(=O)c2c(nc(N3CCCCCC3)n2CC(O)COc2ccccc2)n(C)c1=O (centres undefined)
  -6%	1	160	-34%	-1	52	3	160	55
CCN1C(=O)N/C(=C/c2ccc(Sc3ccc(C)cc3)o2)C1=O
  -4%	-6	159	0%	6	80	-3	159	77
CN1CCN(C(=O)c2ccc(C3SCC(=O)N3Cc3ccco3)cc2)CC1 (centres undefined)
  1%	3	193	-39%	-3	85	18	193	103
